Source: PubChem BioAssay
OXTR ag: activates the human oxytocin receptor | CHO-OTR cells, Fluo-8 calcium fluorescence; normalized: DMSO 0%, oxytocin 100% | hit rate 0.32% among 320,000 | activation, % at 3 µM;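 active means activation above the mean of all tested compounds plus 3 SD, cutoff set per screening run, cut at about 20% in these data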;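 further: peak over basal fluorescence ratio from a 100 s FLIPR kinetic read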
Target sequence (P30559 whole entry, looked up): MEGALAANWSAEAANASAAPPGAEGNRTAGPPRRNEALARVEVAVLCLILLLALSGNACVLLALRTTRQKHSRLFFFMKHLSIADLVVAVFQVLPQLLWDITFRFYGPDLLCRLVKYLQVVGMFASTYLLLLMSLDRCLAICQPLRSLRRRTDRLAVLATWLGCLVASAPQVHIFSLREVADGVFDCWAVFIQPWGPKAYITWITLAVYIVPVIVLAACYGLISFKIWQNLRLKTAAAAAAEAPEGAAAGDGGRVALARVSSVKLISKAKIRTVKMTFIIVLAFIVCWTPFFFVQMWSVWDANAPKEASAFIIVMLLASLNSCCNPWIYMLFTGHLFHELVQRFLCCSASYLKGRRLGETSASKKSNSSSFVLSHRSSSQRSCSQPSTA
* hit, by the source's call.

SMILES	OXTR ag
C[C@@H]1COC(=O)[C@H](NC(=O)OCC2c3ccccc3-c3ccccc32)C/C=C\C[C@@H](CC(=O)N[C@@H](CO)Cc2ccccc2)C(=O)N1	-0.6
COc1ccc(NC(=O)Nc2cccc3c2O[C@H](CN(C)C(=O)Nc2ccc(C(F)(F)F)cc2)[C@@H](C)CN([C@H](C)CO)C3=O)cc1	-0.5
CCc1ccc([C@@H]2CC=C(C(=O)O)[C@H](c3cccc(Cl)c3)N2S(=O)(=O)c2ccc(C)cc2)cc1	-2.1
Fc1cc(F)cc(-c2c(-c3ccccc3)ncc3ccc(F)cc23)c1	-2.4
COc1ccc(CC(=O)NNC(=O)c2cc(C)oc2C)cc1OC	-0.4
CCCCN1C(=N)N([C@@H](CCC)CN2CCC[C@H]2CN2C(N)=NC[C@@H]2Cc2ccccc2)C[C@H]1[C@H](C)CC	0.8
CCCCCN(C(=O)COC(=O)c1ccc(C)cc1)c1c(N)n(CCCC)c(=O)[nH]c1=O	-0.5
CN(CC(=O)Nc1ccc(F)c(F)c1F)C(=O)CCCc1nc2ccccc2c(=O)[nH]1	-0.7
CC(NC(=O)c1ccc(-c2ccccc2)cc1)C(c1ccccc1)N1CCOCC1 (stereo not given)	-1.3
Cc1ccc(-c2nnc(NC(=O)CCS(=O)(=O)c3ccc(F)cc3)o2)c(C)c1	-0.7
COc1ccccc1OCCNC(=O)c1ccccc1OCc1c(C)noc1C	-0.9
COc1cccc(C(=O)N(C)Cc2c(C)nn(C3CCS(=O)(=O)C3)c2C)c1 (stereo not given)	2.2
C/C(=N\NC(=O)c1cccc(S(=O)(=O)N2CCOCC2)c1)c1ccc(O)cc1	0.5
CCc1noc(C)c1C(=O)N(CC)CC(=O)Nc1cc(Cl)ccc1C	0.7
COc1cc(OC)cc(-c2c(-c3cccs3)c3cc(-c4cnc(N)nc4)ccc3n2C)c1	0.9
Cc1cc(C)cc(NC(=O)COC(=O)CCn2c(C)csc2=O)c1	-0.9
CCN(CC(=O)Nc1ccc2c(c1)OCCO2)C(=O)/C=C/c1cccc(OC)c1OC	-0.9
COc1ccc(C)cc1S(=O)(=O)Nc1cc2c3c(c1)C(C)C(=O)N3CCC2 (stereo not given)	0.7
COc1cnc(-c2ccccc2)c(-c2ccccc2)n1	-3.0
COc1ccc(C(=O)NCc2ccc(C)cc2)cc1S(=O)(=O)N1CCCC1	-0.3
Cc1c(Cl)cccc1NC(=O)CC(NCCN1CCOCC1)C(=O)O (stereo not given)	1.0
O=C(COC(=O)c1cc(S(=O)(=O)N2CCCC2)ccc1O)Nc1ccc(F)cc1F	6.8
O=C(NCCS(=O)(=O)N1CCN(c2ccc(F)cc2)CC1)C12CC3CC(CC(C3)C1)C2	1.1
CC1CCN(S(=O)(=O)c2ccc(NC(=O)Cc3ccc(S(=O)(=O)N4CCOCC4)s3)cc2)CC1	-1.6
O=C(Nc1ccncc1)c1ccc(Cl)c(S(=O)(=O)N2CCCC2)c1	7.8
COC(=O)c1ccc(C2=NOC(C)(c3nnc(Cc4ccccc4)o3)C2)cc1 (stereo not given)	2.2
CCN(CC)S(=O)(=O)c1ccc(N2CCOCC2)c(NC(=O)C(C)Oc2ccc(F)cc2)c1 (stereo not given)	-0.7
NC1(C#Cc2ccc3c(=O)c4ccccc4sc3c2)CCCCC1	2.4
N#Cc1cccc(NC(=O)CNc2cccc(S(=O)(=O)N3CCCCC3)c2)c1	4.4
Cn1nc(C(=O)NNC(=O)C2CSC3(C)CCC(=O)N23)c2ccccc2c1=O (stereo not given)	0.5
O=C(COC(=O)COc1ccc(Br)cc1)NCC1CCCO1 (stereo not given)	1.5
CC1CCC2(CC1)NC(=O)N(CC(=O)N(Cc1ccccc1)C(C)(C)C)C2=O (stereo not given)	1.4
Cc1ccc(S(=O)(=O)N(Cc2ccccc2F)C(=O)N2CCN(C)CC2)cc1	0.7
CC1CCCCC12NC(=O)N(CC(=O)NCCc1ccc(S(N)(=O)=O)cc1)C2=O (stereo not given)	-0.4
CNC(=O)C(=O)N1CCC2(CC1)OCCN2S(=O)(=O)c1ccc(C)cc1	0.2
COC(=O)[C@]1(Cc2ccccc2)N[C@H](CN(C)S(=O)(=O)c2ccc(OC(F)(F)F)cc2)[C@@H]2C(=O)N(C)C(=O)[C@@H]21	-0.3
CCN(CC(=O)Nc1c(F)cccc1F)C(=O)c1ccc2c(c1)OCCO2	-0.9
N#Cc1ccc(S(=O)(=O)N2CCC(C(=O)N3CCN(Cc4ccc5c(c4)OCO5)CC3)CC2)cc1	3.9
C#CCOCCOCCOCCNc1nc(N2CCN(C(=O)[C@H](CCCN=C(N)N)n3cc(C(N)[C@@H](C)CC)nn3)CC2)nc(N2CCN(C(=O)[C@H](CO)n3cc([C@@H](N)C(C)C)nn3)CC2)n1 (stereo not given in full)	0.4
CCOC(=O)c1ccc(NC(=O)CCCN2C(=O)NC3(CCCC3)C2=O)cc1	-1.8
Cc1cc(NC(=O)CSc2nc(C)c(C)c(=O)[nH]2)no1	-0.2
CC(=O)OCC(=O)C1CCC2C3CC=C4CC(O)CCC4(C)C3CCC12C (stereo not given)	0.3
O=S(=O)(c1ccc(Cl)cc1)N1CCN(c2ncnc3sccc23)CC1	13
CCCC[C@@H]1C=C(C(=O)O)[C@H](c2ccc(Cl)c(Cl)c2)N1S(=O)(=O)c1ccc(C)cc1	1.2
CC(NC(=O)COC(=O)CCC(=O)c1ccc(Cl)cc1)c1ccccc1 (stereo not given)	0.7
CN(C)S(=O)(=O)c1cc(C(=O)Nc2ccn(C)n2)c(Cl)cc1Cl	1.2
Cc1noc(C)c1COc1ccc(C(=O)N2CCN(S(=O)(=O)c3ccccc3)CC2)cc1	4.5
COc1ccc(NC(=O)Nc2ccc3c(c2)C(=O)N([C@@H](C)CO)C[C@@H](C)[C@@H](CN(C)S(=O)(=O)c2cn(C)cn2)O3)cc1	-0.1
CCOCCn1ccc2c(OCC(=O)NCc3ccccc3)cccc2c1=O	0.7
Cn1c(CC(=O)NNC(=O)c2ccc(F)cc2F)nc2ccccc21	-0.4
CCn1c(SC(C)C(=O)Nc2ccc(N3CCOCC3)cc2)nnc1C1CC1 (stereo not given)	0.7
CCCn1c(N)c(N(CCOC)C(=O)c2ccc(-c3ccccc3)cc2)c(=O)[nH]c1=O	0.7
COc1ccc2oc(C(=O)OCC(=O)Nc3ccc(NC(C)=O)cc3)c(C)c2c1	2.6
CC(=O)c1ccc(S(=O)(=O)Nc2ccccc2C(=O)NC2CC2)cc1	1.7
CC(=O)N/C(=C\c1ccccc1)C(=O)OCC(=O)NC1CCS(=O)(=O)C1 (stereo not given)	-0.3
Cc1n[nH]c(=O)c2c(NC(=O)CSc3ccc(Br)cc3)oc(C)c12	11
Cc1ccc(C(=O)OCC(=O)Nc2cc(C(C)(C)C)no2)c(C)c1	-1.2
Nc1c(C(=O)Nc2ccc3c(c2)OCCO3)nnn1Cc1cccc(Br)c1	5.0
CCCn1c(N)c(C(=O)CSc2nnc3ccccn23)c(=O)[nH]c1=O	0.2
COc1cccc(NC(=O)COC(=O)/C=C/c2c(C)nn(-c3ccccc3)c2C)c1	-1.5

Sorted by formula weight (highest first): 13 of the compounds above.
SMILES	OXTR ag
COc1ccc(NC(=O)Nc2ccc3c(c2)C(=O)N([C@@H](C)CO)C[C@@H](C)[C@@H](CN(C)S(=O)(=O)c2cn(C)cn2)O3)cc1	-0.1
Cc1noc(C)c1COc1ccc(C(=O)N2CCN(S(=O)(=O)c3ccccc3)CC2)cc1	4.5
Nc1c(C(=O)Nc2ccc3c(c2)OCCO3)nnn1Cc1cccc(Br)c1	5.0
CCCn1c(N)c(N(CCOC)C(=O)c2ccc(-c3ccccc3)cc2)c(=O)[nH]c1=O	0.7
Cc1n[nH]c(=O)c2c(NC(=O)CSc3ccc(Br)cc3)oc(C)c12	11
COc1cccc(NC(=O)COC(=O)/C=C/c2c(C)nn(-c3ccccc3)c2C)c1	-1.5
CCn1c(SC(C)C(=O)Nc2ccc(N3CCOCC3)cc2)nnc1C1CC1 (stereo not given)	0.7
CCOCCn1ccc2c(OCC(=O)NCc3ccccc3)cccc2c1=O	0.7
CC(NC(=O)COC(=O)CCC(=O)c1ccc(Cl)cc1)c1ccccc1 (stereo not given)	0.7
CCCn1c(N)c(C(=O)CSc2nnc3ccccn23)c(=O)[nH]c1=O	0.2
CC(=O)c1ccc(S(=O)(=O)Nc2ccccc2C(=O)NC2CC2)cc1	1.7
Cn1c(CC(=O)NNC(=O)c2ccc(F)cc2F)nc2ccccc21	-0.4
Cc1ccc(C(=O)OCC(=O)Nc2cc(C(C)(C)C)no2)c(C)c1	-1.2

Additional records follow:
SMILES	OXTR ag
C[C@@H]1CN([C@@H](C)CO)C(=O)Cc2cc(NC(=O)C3CCCCC3)ccc2O[C@H]1CN(C)S(=O)(=O)c1ccccc1	1.0
CCOC(=O)c1ccc(NC(=O)c2ccnn2C)cc1	-0.1
N#CCC(=O)Nc1ccc(C(=O)OCC(=O)NC2CCCCCC2)cc1	1.3
COc1ccc(NC(=O)C(=O)NCCC2CCCCN2S(=O)(=O)c2cccs2)cc1 (stereo not given)	-2.2
CCC(C)Sc1ccc([C@@H]2[C@H]3C(=O)N(CC)C(=O)[C@H]3[C@]3(C(=O)OC)CCCCN23)cc1 (stereo not given in full)	1.9
COc1ccc(OC)c(S(=O)(=O)NCC(c2cccs2)N2CCc3ccccc3C2)c1 (stereo not given)	-0.3
CN(CCCC(=O)N1CCN(c2ncccn2)CC1)S(=O)(=O)c1ccc(F)cc1	0.5
O=C(CSc1nc2[nH]c(=O)cc(O)c2s1)Nc1ccc(Br)cc1	0.5
COc1cc(OC)cc(C(=O)NNC(=O)CCCOc2ccccc2)c1	-0.9
COc1ccccc1C(=O)NCCC(=O)NCC(c1ccco1)N1CCCCC1 (stereo not given)	-0.4
CS(=O)(=O)c1ccc(C(=O)NNC(=O)c2cccs2)cc1	1.3
Cc1cc(S(=O)(=O)Nc2ccc(C(=O)NCC3(N4CCCCC4)CCCCC3)cc2)ccc1F	0.7
Cc1cc2nc3n(c2cc1C)CC1CC(C(=O)NCc2cccc(Br)c2)N(C)C31 (stereo not given)	0.9
Cc1ccc(S(=O)(=O)N(C)CC(=O)Nc2ccc(C)cn2)cc1	-1.2
COc1ccc(CCNC(=O)CN(C)S(=O)(=O)c2cccs2)cc1	-0.2
CN(CCOc1ccccc1)C(=O)c1ccc2c(c1)OCO2	0.8
CCn1nnc2cc(C(=O)Nc3cc(Cl)ccc3C)ccc21	2.8
O=C(COc1ccc(F)cc1Cl)Nc1cccc(S(=O)(=O)N2CCCC2)c1	4.2
CCC1(c2ccccc2)NC(=O)N(CC(=O)Nc2ccc(S(=O)(=O)Nc3ncccn3)cc2)C1=O (stereo not given)	0.8
CN(C(=S)NC(=O)C1CC1)c1ccc(O)cc1	0.3
CN(C)c1ccc(/C=C/C(=O)c2ccc3c(c2)OCO3)cc1	75*
CNS(=O)(=O)c1cccc(C(=O)OCC(=O)Nc2ccc3ccccc3c2)c1	7.2
Cc1cc(C(=O)Nc2cc(S(C)(=O)=O)ccc2Cl)c(C)o1	2.5
N#Cc1ccccc1NC(=O)CN1C(=O)NC(Cc2c[nH]c3ccccc23)C1=O (stereo not given)	0.8
COC(=O)CCCNC(=O)c1ccc(S(=O)(=O)NCc2ccco2)cc1	-1.7
CCN(CC)S(=O)(=O)c1ccc(C)c(NC(=O)CNc2cccc(S(=O)(=O)N3CCCC3)c2)c1	-0.1
Cc1ccnc(NC(=O)C(C)N2C(=O)c3ccccc3S2(=O)=O)c1 (stereo not given)	1.2
Nc1nc2cc(S(=O)(=O)N3CCOCC3)ccc2o1	2.5
COC(=O)[C@]1(CC(C)C)N[C@H](c2ccc(SC3CCCCC3)cc2)[C@@H]2C(=O)N(C)C(=O)[C@@H]21	-1.2
CCOc1ccc(NC(=O)COC(=O)c2ccc3c(c2)OCCO3)cc1	1.1
CC(C)=C[C@@H]1C[C@H](C)[C@H]2CC[C@H](C)c3c(O)c(O)c(C)c1c32	0.1
CCn1nc(C(=O)Nc2cc(Cl)ccc2-n2cncn2)c2ccccc2c1=O	-0.7
C=CCNC(=O)c1cccc2c1C(=O)c1ccc(N3CCOCC3)cc1S2(=O)=O	2.8
CN(CC(=O)Nc1c(Cl)cccc1Cl)C(=O)c1ccccc1Cc1ccccc1	-2.1
COc1ccc(Cl)cc1C(=O)N1CCC2(CC1)CC(=O)c1ccccc1O2	4.2
C=CCNc1nc(C(=O)OCC(=O)NCc2cccc(Cl)c2)cs1	0.5
Cc1ccc(OCCCC(=O)ON=C(N)c2ccccc2C)cc1	-1.1
CN(C(=O)COC(=O)c1ccc(CN2CCCC2=O)cc1)c1ccccc1	0.2
CSCCC(NC(=O)c1cccc([N+](=O)[O-])c1)C(=O)OCC(=O)N1CCCC1=O (stereo not given)	1.7
CC(C)CN(C(=O)CN(C)CC(=O)Nc1ccccc1C#N)c1c(N)n(CC(C)C)c(=O)[nH]c1=O	-0.1
C[C@]12CC[C@H](O)CC1=CCC1C2CC[C@@]2(C)C1CC[C@@H]2NC(=O)CCC(=O)O (stereo not given in full)	0.8
COc1ccc(NC(=O)c2nc[nH]c2C(=O)NCc2ccccc2)cc1	0.7
Cc1ccc(CN(C)C(=O)CN2C(=O)NC(c3ccccc3)(c3ccccc3)C2=O)c(C)c1	0.7
O=C(c1cc(Br)c(Br)s1)N1CCc2ccccc2C1	0.2
O=C(CCNS(=O)(=O)c1ccccc1)N1CCCCCCC1	0.0
CCOC(=O)C(=O)NCC(c1cccs1)S(=O)(=O)c1ccc(F)cc1 (stereo not given)	-0.1
CN(C)c1ccc(CNCc2cccnc2)cc1	-0.3
O=C(c1cc([N+](=O)[O-])ccc1N1CCOCC1)N1CCN(S(=O)(=O)c2ccc(F)cc2)CC1	-1.6
Cc1ccc(SCC(=O)OCC(=O)NCCCc2ccccc2)cc1	-1.8
O=C(CCN1C(=O)c2ccccc2S1(=O)=O)NCc1ccccc1	-0.6
COCCN(C(=O)COC(=O)CCc1ccc(OC)cc1)c1c(N)n(Cc2ccccc2)c(=O)[nH]c1=O	0.0
Cc1ccccc1C(=O)NNC(=O)c1ccc2nc[nH]c2c1	1.0

The list is partial; count on the stated rates, not on these rows.
